Assay outcomes from PubChem BioAssay.
APOBEC3G inh – inhibitors of human APOBEC3G DNA deaminase | recombinant A3G, ssDNA deamination FAM/TAMRA fluorescence | inhibition, % at 20 µM | hit rate 0.28% among 330,000 | AID 493012;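 active = inhibition of at least 40% at 20 µM, with no more than 30% in the related APOBEC3A deaminase screen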;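 also: plate controls were DMSO wells with A3G for no effect and wells lacking A3G enzyme for full effect; some compounds called inactive have numbers as strong as hits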
Target sequence (Q9HC16 whole entry, looked up): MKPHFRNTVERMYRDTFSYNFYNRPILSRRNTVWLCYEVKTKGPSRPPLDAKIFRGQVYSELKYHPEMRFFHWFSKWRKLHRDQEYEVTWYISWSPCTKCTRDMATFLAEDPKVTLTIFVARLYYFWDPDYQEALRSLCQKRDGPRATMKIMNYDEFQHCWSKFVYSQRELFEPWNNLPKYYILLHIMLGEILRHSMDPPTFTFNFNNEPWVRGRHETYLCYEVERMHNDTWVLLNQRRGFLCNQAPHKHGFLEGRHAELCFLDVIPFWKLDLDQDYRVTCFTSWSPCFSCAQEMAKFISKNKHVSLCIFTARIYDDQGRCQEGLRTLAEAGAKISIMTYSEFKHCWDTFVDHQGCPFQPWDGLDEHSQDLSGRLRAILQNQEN
APOBEC3A inh – human APOBEC3A DNA deaminase inhibition | inhibition, % at 20 µM | recombinant A3A, FAM/TAMRA ssDNA deamination fluorescence | P31941 | hit rate 0.41% among 330,000;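 active = at least 40% inhibition at 20 µM here, with at most 30% in a related deaminase screen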;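 also: plate controls were A3A with DMSO for no effect and wells lacking A3A enzyme for full effect; some results filed as inactive read as strong as hits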
Target sequence (P31941 whole entry, looked up): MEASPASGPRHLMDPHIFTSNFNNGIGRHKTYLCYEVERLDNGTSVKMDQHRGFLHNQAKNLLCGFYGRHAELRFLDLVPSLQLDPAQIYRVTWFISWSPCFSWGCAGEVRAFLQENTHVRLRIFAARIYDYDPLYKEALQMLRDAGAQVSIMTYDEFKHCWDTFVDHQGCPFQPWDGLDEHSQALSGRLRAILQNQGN
CCR6 antag – antagonists of human CCR6 receptor. CHO-K1 CCR6 PathHunter beta-arrestin, luminescence, CCL20-stimulated. hit rate 0.49% among 340,000. P51684. inhibition, % at 20 µM;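 active = compounds whose inhibition of the agonist-driven luminescence signal at 20 µM reaches about 50%, limit read from the data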;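 also: cells stimulated with CCL20 at 14 nM final; plate controls were DMSO with CCL20 for no effect and DMSO without agonist for full effect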
MPTP block – inhibitors of mitochondrial permeability transition pore. isolated mouse mitochondria, Ca2+ swelling absorbance, 30 min. inhibition, % at 10 µM. hit rate 1.4% among 360,000. AID 602449;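 active = inhibition of 50% or more, scaled per plate between neutral and stimulator controls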;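 also: 0% = DMSO wells given calcium and 100% = 1 mM EGTA wells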
CXCR6 block – inhibitors of human CXCR6 receptor; O00574; CHO-K1 PathHunter CXCR6 beta-arrestin, luminescence; inhibition, % at 20 µM; AID 602244; hit rate 0.36% among 360,000; in the data active = inhibition above about 34%, passing the limit was not always enough;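 also: antagonist mode with CXCL16 agonist at 10 nM final; 0% = 10 nM CXCL16 with DMSO and 100% = unstimulated wells without agonist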
EBI2 antag – antagonists of human EBI2 receptor; P32249; EBI2 beta-arrestin recruitment, luminescence, 7a,25-OHC stimulated; inhibition, % at 5 µM; hit rate 0.81% among 360,000; AID 651636; in the data active = inhibition above about 38%;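 also: enzyme fragment complementation signal reports receptor beta-arrestin coupling in cells; 0% = agonist plus DMSO wells and 100% = wells without agonist; some results beyond the cut were filed as inactive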
Target sequence (P32249 whole entry, looked up, the tested form may be a part): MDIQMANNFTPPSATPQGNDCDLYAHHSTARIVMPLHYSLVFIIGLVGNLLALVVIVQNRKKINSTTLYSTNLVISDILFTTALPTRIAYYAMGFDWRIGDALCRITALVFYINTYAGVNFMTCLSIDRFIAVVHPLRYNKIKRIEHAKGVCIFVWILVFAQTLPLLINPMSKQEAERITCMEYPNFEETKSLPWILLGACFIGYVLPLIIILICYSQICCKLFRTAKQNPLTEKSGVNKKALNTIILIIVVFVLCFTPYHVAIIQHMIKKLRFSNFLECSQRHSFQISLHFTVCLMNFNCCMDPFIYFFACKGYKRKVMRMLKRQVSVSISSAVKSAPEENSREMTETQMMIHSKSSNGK
NR3A LBD binder – NR3A (human) ligand-binding domain modulation | NR3A LBD differential scanning fluorimetry, Tm shift; 0% = protein alone, 100% = glycine-bound protein | Tm shift relative to glycine control, % at 25 µM | AID 1259313 | hit rate 2.5% among 340,000;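 active = melting temperature shift of at least 10% of the positive control shift, at one fixed dose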
Gli-Sufu antag – antagonists of Gli-Sufu signaling; Sufu-KO-LIGHT fibroblasts, Gli luciferase reporter luminescence; inhibition, % at 5 µM; hit rate 0.74% among 340,000; AID 588413;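 active = inhibition above about 55%, limit read from the data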;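 also: 0% = DMSO-treated cells and 100% = wells with medium but no cells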
An asterisk follows results filed as active; · = not tested or not shown.

Each structure is followed by: APOBEC3G inh, APOBEC3A inh, CCR6 antag, MPTP block, CXCR6 block, EBI2 antag, NR3A LBD binder, Gli-Sufu antag
1) O=C(CSc1nnc(NC(=O)C2CC2)s1)Nc1ccc2c(c1)OCCO2
 : -9, 2, 6, -3.0, -20, 1, 1, -6
2) CCCCC(=O)Nc1cccc(NC(=S)NC(=O)Cc2ccccc2)c1
 : -4, 1, 21, 2.2, 11, 12, 5, 2
3) Cc1ccc(NC(=O)c2ccc(Cl)c(S(=O)(=O)NCc3ccco3)c2)c(O)c1
 : -3, -3, 5, 1.1, -2, -4, -4, 2
4) O=C(OC(C(=O)Nc1ccc(Cl)c(C(F)(F)F)c1)c1ccccc1)C1=COCCO1 (centres undefined)
 : -3, -2, 10, 25, -16, -15, 13*, 4
5) Nc1ccc(-c2nnn(Cc3ccccc3F)n2)cc1
 : -8, -2, -1, -2.4, 4, -15, 2, -26
6) CCCCn1c(CN2CCN(C(=O)OCC)CC2)nc2c1c(=O)n(C)c(=O)n2C
 : -5, -1, 5, 2.7, -1, 0, 0, 21
7) CN(Cc1ccccc1)C(=O)COc1ccccc1Cl
 : -10, -1, 11, 0.7, 8, -1, 0, -1
8) Cc1ccc(-c2ccc(/C=N/NC(=O)CN3CCCC3)o2)cc1Cl
 : -8, -1, -20, 1.2, -2, -4, -1, 12
9) Cc1cc(Br)ccc1OCC(=O)NNC(=O)Cc1ccccc1
 : 1, 1, 22, -0.1, -8, 46*, 0, -7
10) O=C(C[C@H]1C[C@H](C(=O)N2CCOCC2)[C@@]2(CCC3CCCC3)c3[nH]c4cc(-c5ccco5)ccc4c3CCN2C1=O)NCCc1ccccn1
 : 4, 2, 3, 0.0, 12, 9, -1, 7
11) OC1Cc2ccccc2C1Nc1cccc(C(F)(F)F)c1 (centres undefined)
 : ·, ·, 16, 0.6, -6, -6, -1, 8
12) COc1ccc(NC(=O)c2ccc(Cl)c(S(=O)(=O)N3CCc4ccccc4C3)c2)cn1
 : -11, -2, 3, 40, -11, 1, -3, -2
13) Cc1cc(NC(=O)C2CC(=O)N(c3ccc(Cl)cc3)C2)no1 (centres undefined)
 : -2, 2, 3, -0.2, 1, -8, -1, -3
14) Cc1ccc(NC(=O)c2c(-c3ccccc3)noc2C)nc1
 : -8, 1, 3, 0.9, 5, 0, -4, -1
15) COC(=O)COc1cc(OCC(=O)OC)c2c(C)c(Cl)c(=O)oc2c1
 : -1, 6, 4, -1.2, -1, 4, -1, 4
16) COC1C(CO)OC(n2c3c(Cl)cccc3c3c4c(c5c6cccc(Cl)c6[nH]c5c32)C(=O)NC4=O)C(O)C1O (centres undefined)
 : ·, ·, -12, -1.5, -8, 7, 7, 62*
17) COc1ccccc1NC(=O)c1ccc2nsnc2c1
 : -11, -3, 2, 1.0, -1, 9, 0, 37
18) O=C(c1ccccc1-c1nc2ccccc2[nH]1)N1CCCCC1
 : -5, -4, -5, 0.3, -2, -9, 1, 1
19) C=CCN1C=C/C(=C\C=C(C#N)C#N)c2ccccc21
 : 8, 11, 74*, 48, 46*, 26, -19, ·
20) CCC(=O)Nc1ccc(C(=O)NNC(=O)c2cccc(C)c2)cc1
 : -4, -1, 1, -0.3, 0, 1, 0, -7

Some of these compounds in order of SMILES length, descending.
Each structure is followed by: APOBEC3G inh, APOBEC3A inh, CCR6 antag, MPTP block, CXCR6 block, EBI2 antag, NR3A LBD binder, Gli-Sufu antag
12) COc1ccc(NC(=O)c2ccc(Cl)c(S(=O)(=O)N3CCc4ccccc4C3)c2)cn1
 : -11, -2, 3, 40, -11, 1, -3, -2
1) O=C(CSc1nnc(NC(=O)C2CC2)s1)Nc1ccc2c(c1)OCCO2
 : -9, 2, 6, -3.0, -20, 1, 1, -6
13) Cc1cc(NC(=O)C2CC(=O)N(c3ccc(Cl)cc3)C2)no1 (centres undefined)
 : -2, 2, 3, -0.2, 1, -8, -1, -3

Record cards (already shown):
`CCC(=O)Nc1ccc(C(=O)NNC(=O)c2cccc(C)c2)cc1` is listed as APOBEC3G inh: -4; APOBEC3A inh: -1; CCR6 antag: 1; MPTP block: -0.3; CXCR6 block: 0; EBI2 antag: 1; NR3A LBD binder: 0; Gli-Sufu antag: -7
`Cc1cc(Br)ccc1OCC(=O)NNC(=O)Cc1ccccc1` is listed as APOBEC3G inh: 1; APOBEC3A inh: 1; CCR6 antag: 22; MPTP block: -0.1; CXCR6 block: -8; EBI2 antag: 46*; NR3A LBD binder: 0; Gli-Sufu antag: -7
`Cc1ccc(NC(=O)c2c(-c3ccccc3)noc2C)nc1` is listed as APOBEC3G inh: -8; APOBEC3A inh: 1; CCR6 antag: 3; MPTP block: 0.9; CXCR6 block: 5; EBI2 antag: 0; NR3A LBD binder: -4; Gli-Sufu antag: -1

Fetched by compound from above:
Each structure is followed by: APOBEC3G inh, APOBEC3A inh, CCR6 antag, MPTP block, CXCR6 block, EBI2 antag, NR3A LBD binder, Gli-Sufu antag
10) O=C(C[C@H]1C[C@H](C(=O)N2CCOCC2)[C@@]2(CCC3CCCC3)c3[nH]c4cc(-c5ccco5)ccc4c3CCN2C1=O)NCCc1ccccn1
 : 4, 2, 3, 0.0, 12, 9, -1, 7
7) CN(Cc1ccccc1)C(=O)COc1ccccc1Cl
 : -10, -1, 11, 0.7, 8, -1, 0, -1
5) Nc1ccc(-c2nnn(Cc3ccccc3F)n2)cc1
 : -8, -2, -1, -2.4, 4, -15, 2, -26
18) O=C(c1ccccc1-c1nc2ccccc2[nH]1)N1CCCCC1
 : -5, -4, -5, 0.3, -2, -9, 1, 1

Continued:
Each structure is followed by: APOBEC3G inh, APOBEC3A inh, CCR6 antag, MPTP block, CXCR6 block, EBI2 antag, NR3A LBD binder, Gli-Sufu antag
21) COc1ccc(N2CCN(CC(O)COc3ccccc3[N+](=O)[O-])CC2)cc1 (centres undefined)
 : -5, -5, 19, -0.6, 0, -5, -1, 16
22) CCn1nnc2cc(C(=O)Nc3ccc(C(=O)OC(C)C)cc3)ccc21
 : 1, 2, 4, 1.0, -1, 2, 1, 2
23) O=C1CSCC(=O)N1Cc1ccc(Cl)c(Cl)c1
 : -12, -8, 7, -0.1, -7, 3, 8, -20
24) O=C1CSC(=S)N1/N=C/c1cccnc1
 : -4, -3, 8, -0.4, -21, -3, 0, 3
25) C=CCn1c(CCNC(=O)C(C)(C)C)nc2ccccc21
 : 0, 0, -6, 1.6, 7, -6, -2, 12
26) CC(C(c1ccc2c(c1)OCO2)c1c(N)n(C)c(=O)n(C)c1=O)[N+](=O)[O-] (centres undefined)
 : -9, -3, -4, -0.6, -5, 5, 0, -4
27) COc1ccc(NC(=O)c2ccc(-c3ccc(-c4noc(C)n4)cc3C)cc2)cc1N1CCN(C)CC1
 : 4, 1, 20, 81*, -5, 11, 2, 8
28) CCNc1nc(C)c2cc(Br)c(=O)n(CC)c2n1
 : -6, -6, -7, 2.0, -2, 3, 0, 6
29) Cc1cnc(C(=O)OCC(=O)NC(=O)NC(C)C)cn1
 : -4, -2, 5, -5.6, 11, -14, 0, -1
30) CCOc1ccc(C2C(C(=O)O)CCC(=O)N2C2CCCCC2)cc1 (centres undefined)
 : -3, -2, 10, -1.5, -4, 0, 2, -4
31) O=C(CCc1nc2sc3c(c2c(=O)[nH]1)CCCC3)NCCOc1ccccc1
 : -7, 0, 4, -1.2, 5, 3, -2, -1
32) CCn1nc(NC(=O)C(C)C)c2cc3ccc(C)cc3nc21
 : -1, 0, 3, 0.3, -7, 1, ·, -16
33) CCS(=O)(=O)NCCc1ccc(OC)c(OC)c1
 : -8, -4, 0, -0.2, 2, -1, 0, 6
34) Cc1cc(C)cc(OCC(=O)NC2=NCCS2)c1
 : -3, 2, -18, -0.8, -15, -3, 0, -6
35) O=C(Cn1cnc2ccccc2c1=O)Nc1nnc(SCc2ccc(Cl)cc2)s1
 : -4, -2, 10, 2.9, 7, 13, -6, 0
36) COc1ccc(-n2cc(CNC3CCC(O)CC3)c(-c3cccc(F)c3)n2)cc1 (centres undefined)
 : -3, 0, 4, 15, -6, -11, 0, 22
37) CC(=O)c1cccc(OCCN2C(=O)NC(C)(C)C2=O)c1
 : 0, 2, -4, 0.0, -11, -6, 0, 6
38) CCNC(=S)Nn1cnc2ccccc21
 : -1, -3, -2, -0.6, 5, 5, 1, 4
39) C#CCOCCOCCOCCNc1nc(N2CCN(C(=O)[C@H]([C@@H](C)CC)n3cc([C@@H](N)Cc4ccc(O)cc4)nn3)CC2)nc(N2CCN(C(=O)[C@H](Cc3ccc(O)cc3)n3cc([C@@H](N)CC(C)C)nn3)CC2)n1
 : -4, 1, 3, -4.3, 15, -12, 1, -12
40) O=C1OCc2cc(-n3cccc3)ccc21
 : -2, -1, 13, 0.1, -4, 0, 0, -13
41) Cc1cc(C)n2cc(CSc3nncn3C)nc2n1
 : -4, -1, -2, -1.2, -2, -11, -2, 0
42) CCN1CCc2c(C#N)c(NCc3ccccc3)nc(NCCO)c2C1
 : 0, 1, -3, 0.8, -12, 8, 1, 7
43) COc1cc(-c2nc3c(c(C)nn3-c3ccccc3)c3cc(OC)c(OC)cc23)ccc1O
 : -4, 0, 11, -2.3, 5, 3, -1, 12
44) CCOC(=O)c1nnn(-c2nonc2N)c1CN1CCCCCC1
 : -4, 1, 104*, -1.9, 3, -7, 2, 7
45) CCOC(=O)c1csc(NC(=O)C2CCCCC2)n1
 : -1, 1, 12, 0.8, -13, 4, 0, -23
46) CC(Sc1ccccn1)C(=O)NC1CCCC1 (centres undefined)
 : -1, 0, 0, 0.1, 0, -14, 2, 3
47) O=C(CC(=O)N/N=C\c1ccccc1[N+](=O)[O-])NCCc1ccccc1
 : -2, -1, 2, 0.2, -1, -2, -2, 6
48) CCc1ccc(OCC(=O)NNC(=O)C2CCN(c3ncnc4sc(C)c(C)c34)CC2)cc1
 : -2, 2, 13, 1.1, -9, 34, -6, -1
49) N#C/C(=C\c1cccnc1)C(=O)Nc1ccc(Cl)cc1
 : 1, 2, 9, -2.6, 13, 0, 3, 11
50) CC(=O)Nc1nc2cc([N+](=O)[O-])ccc2s1
 : -3, 2, 0, -2.6, -3, -7, 0, -28
51) O=C(COC(=O)c1cccc(S(=O)(=O)N2CCc3ccccc32)c1)Nc1ccc(Cl)cn1
 : -3, 7, 10, -0.2, 0, 5, -5, -6
52) CCOc1ccc2nc(NC(=O)C3CSC4(C)CCC(=O)N34)sc2c1 (centres undefined)
 : -3, 0, -6, -1.2, -3, 0, 1, -23
53) Cc1cc(CNC(=O)CCc2nnc(CCCCc3ccccc3)o2)nn1C
 : -2, 2, -6, -0.2, -1, 1, -1, -3
54) Cc1nn(CC(=O)NCC(C)c2ccccc2)c(=O)c2cccn12 (centres undefined)
 : -2, 1, 3, -0.8, 0, 1, 0, -14

Rows were taken by chance. About 5.8% of those tested had a hit in this group.
